IDH1 R132H inh – IDH1 R132H (human) inhibition. O75874. IDH1 R132H reductase, diaphorase/resazurin fluorescence, 60 min. inhibition, % at 10 µM. actives 0.18% (n = 70,000). AID 624101; in the data active = inhibition above about 34%;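 also: 0% = DMSO and 100% = no enzyme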
Target sequence (O75874 whole entry R132H): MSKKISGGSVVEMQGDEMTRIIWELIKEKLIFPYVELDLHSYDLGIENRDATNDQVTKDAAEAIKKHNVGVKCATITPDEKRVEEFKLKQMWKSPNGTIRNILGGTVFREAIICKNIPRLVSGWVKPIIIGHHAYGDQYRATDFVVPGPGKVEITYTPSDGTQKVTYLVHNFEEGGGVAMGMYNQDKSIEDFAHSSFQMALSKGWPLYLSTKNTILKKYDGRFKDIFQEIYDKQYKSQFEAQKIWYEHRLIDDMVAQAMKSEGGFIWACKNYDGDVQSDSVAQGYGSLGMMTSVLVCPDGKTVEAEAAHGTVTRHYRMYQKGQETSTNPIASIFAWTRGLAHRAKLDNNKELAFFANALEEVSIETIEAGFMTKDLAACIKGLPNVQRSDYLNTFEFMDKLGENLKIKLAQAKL
EZH2 inh – inhibitors of human EZH2/PRC2 methyltransferase; PRC2 H3K27 methylation, DELFIA TRF, 1 h; inhibition, % at 12.5 µM; actives 0.35% (n = 57,000); AID 651548;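 active = mean inhibition of replicates at least 50% and every single replicate also reaching 50%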;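 also: dimethyl H3K27 on biotinylated H3 21-44 peptide detected by antibody; plate controls were median neutral control wells for no effect and median positive control wells for full effect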
Starred values were filed as active, the others as inactive; · = not tested or not shown.

SMILES | IDH1 R132H inh | EZH2 inh
CO[C@@H]1CN(C)C(=O)c2ccc(NC(=O)C3CC3)cc2OC[C@H](C)N(CCC(F)(F)F)C[C@@H]1C | -0.3 | 0
COc1ccc(OCC(=O)Nc2ccc(-c3nc4ccccc4s3)c(Cl)c2)cc1 | 0.5 | 14
C[C@@H]1CN([C@@H](C)CO)C(=O)c2cccc(NC(=O)Nc3ccc4c(c3)OCO4)c2O[C@H]1CN(C)Cc1ccc(C(=O)O)cc1 | 3.0 | ·
O=C(CSc1nc2sc3c(c2c(=O)n1Cc1ccco1)CCC3)N1CCc2ccccc21 | -0.3 | 9
C[C@H](CO)N1C[C@H](C)[C@@H](CN(C)C(=O)Nc2cccc3ccccc23)Oc2ccc(NC(=O)Cn3cnnn3)cc2CC1=O | 0.0 | ·
CNC[C@H]1Oc2ccc(NS(=O)(=O)c3ccc(Cl)cc3)cc2CC(=O)N([C@@H](C)CO)C[C@@H]1C | -0.1 | ·
C[C@@H]1CN([C@H](C)CO)C(=O)Cc2cc(NS(=O)(=O)c3cn(C)cn3)ccc2O[C@H]1CN(C)S(C)(=O)=O | 0.8 | ·
COCC(=O)N(C)C[C@@H]1Oc2ncc(C#Cc3ccccc3)cc2C(=O)N([C@@H](C)CO)C[C@H]1C | 0.2 | ·
C[C@H]1CN([C@@H](C)CO)C(=O)CCCn2nncc2CO[C@@H]1CN(C)S(=O)(=O)c1ccccc1 | -2.2 | ·
CCOC(=O)CSc1nnc(-c2ccc(Cl)cc2)n1-c1ccccc1 | 0.0 | -10
CCO[C@@H]1OC(C(N)=O)=C[C@H](C2CCCCC2)[C@H]1CCCO | · | 1
CO[C@@H]1CN(C)C(=O)c2cc(NS(=O)(=O)c3ccccc3)ccc2OC[C@@H](C)N(C)C[C@H]1C | 0.0 | 7
COc1cccc(NC(=O)N(C)C[C@H]2OCc3cn(nn3)CCCC(=O)N([C@@H](C)CO)C[C@H]2C)c1 | -1.4 | -3
COc1ccc(C(=O)Nc2ccc3c(c2)OC[C@@H](C)N(C(=O)C2CC2)C[C@@H](C)[C@H](OC)CN(C)C3=O)cc1 | 0.0 | 1
C[C@@H]1CN([C@@H](C)CO)C(=O)c2cc(NS(C)(=O)=O)ccc2O[C@@H]1CN(C)Cc1ccc(Oc2ccccc2)cc1 | 0.0 | 2
CO[C@@H]1CN(C)C(=O)c2cc(NC(C)=O)ccc2OC[C@@H](C)N(Cc2ccccn2)C[C@H]1C | 0.1 | -4
C[C@H](CO)N1C[C@H](C)[C@H](CN(C)C(=O)Nc2cccc3ccccc23)Oc2ccc(NC(=O)CCC(F)(F)F)cc2CC1=O | -3.2 | 4
Cc1ccc(S(=O)(=O)Nc2cccc3c2O[C@@H](CN(C)C(=O)Nc2ccccc2)[C@H](C)CN([C@@H](C)CO)C3=O)cc1 | · | -11
O=C(CN1C(=O)c2ccccc2S1(=O)=O)Nc1ccccc1C(=O)N1CCCC1 | 0.3 | 7
S=C(NCC1CCCO1)Nc1cccc(Cn2cc(Cl)cn2)c1 (stereo not given) | -0.2 | -3
C[C@@H]1CN([C@@H](C)CO)C(=O)Cc2cc(NC(=O)NC3CCCCC3)ccc2O[C@H]1CN(C)C(=O)Nc1ccccc1 | 4.6 | -2
O=C(NC1CCCCC1)N[C@@H]1CC[C@@H](CCNS(=O)(=O)c2ccccc2)O[C@H]1CO | 0.2 | -5
COCC(=O)Nc1ccc2c(c1)C(=O)N(C)C[C@H](OC)[C@H](C)CN(Cc1ccccc1)[C@H](C)CO2 | 0.4 | -8
Cc1ccc(S(=O)(=O)Nc2ccc3c(c2)C(=O)N([C@H](C)CO)C[C@H](C)[C@@H](CN(C)S(=O)(=O)c2ccc(Cl)cc2)OCCCC[C@@H](C)O3)cc1 | 7.1 | ·
COc1ccc(CN2C[C@@H](C)[C@@H](OC)CN(C)C(=O)c3cc(NC(=O)c4nc5ccccc5s4)ccc3OC[C@H]2C)cc1 | -0.5 | -16
CC(C)NC(=O)N(C)C[C@H]1Oc2c(NC(=O)C3CCOCC3)cccc2C(=O)N([C@H](C)CO)C[C@@H]1C | 2.9 | -15
O=C(NCc1cccnc1)C(=O)Nc1cccc(Cl)c1Cl | -0.1 | 3
Cc1ccc(S(=O)(=O)N[C@@H]2CC[C@@H](CC(=O)N3CCN(c4ccccc4)CC3)O[C@@H]2CO)cc1 | -0.2 | -2
CC(C)NC(=O)N(C)C[C@@H]1Oc2ccc(NC(=O)NC3CCCCC3)cc2CC(=O)N([C@@H](C)CO)C[C@H]1C | 1.2 | ·
COc1cccc(C(=O)Nc2ccc3c(c2)C(=O)N(C)C[C@@H](OC)[C@H](C)CN(C(=O)C2CCOCC2)[C@H](C)CO3)c1 | 0.0 | 4
CCC(C)c1c(O)nc(SCC(=O)Nc2ccc(Cl)cc2)[nH]c1=O (stereo not given) | 0.0 | -4
C[C@H](CO)N1C[C@H](C)[C@@H](CN(C)C(=O)Nc2ccc3c(c2)OCO3)Oc2ncc(-c3ccncc3)cc2C1=O | 0.0 | 6
C[C@@H]1CN([C@@H](C)CO)C(=O)c2cc(-c3ccncc3)cnc2O[C@H]1CN(C)C | -0.6 | 4
O=C(Nc1cc(F)ccc1F)N[C@@H]1C=C[C@@H](CC(=O)N2CCc3ccccc3C2)O[C@H]1CO | 0.2 | 16
Cc1noc(C)c1S(=O)(=O)Nc1ccc2c(c1)C(=O)N([C@@H](C)CO)C[C@H](C)[C@H](CN(C)C(=O)NC(C)C)OCCCC[C@H](C)O2 | 0.0 | ·
C[C@@H]1CN([C@@H](C)CO)C(=O)c2cc(NC(=O)Nc3ccccc3)ccc2O[C@@H]1CN(C)S(=O)(=O)c1cccs1 | -0.6 | ·
CCCNC(=O)[C@@]1(C)c2ccccc2C(=O)N(Cc2ccccc2)[C@H]1c1ccc(CO)cc1 | · | -3
O=c1c2ccccc2nc(-c2ccco2)n1CCN1CCOCC1 | 0.7 | 0
COc1ccc(S(=O)(=O)Nc2cccc3c2O[C@@H](CN(C)S(=O)(=O)c2ccc(F)cc2)[C@H](C)CN([C@H](C)CO)C3=O)cc1 | 0.4 | ·
CCC(=O)N(C)C[C@H]1Oc2ncc(C#C[C@H](C)O)cc2C(=O)N([C@H](C)CO)C[C@@H]1C | 0.2 | ·
Cc1ccc(S(=O)(=O)Nc2cccc3c2O[C@H](CN(C)C(=O)Nc2ccc(F)cc2)[C@H](C)CN([C@H](C)CO)C3=O)cc1 | · | -6
COC(=O)c1c(NC(=O)C(C)Oc2ccc(F)cc2)sc(C(C)=O)c1C (stereo not given) | 0.4 | 13
C/C=C/c1ccc2c(c1)O[C@@H](CN(C)C(=O)C1CCCCC1)[C@H](C)CN([C@@H](C)CO)S2(=O)=O | · | -7
COc1ccc(S(=O)(=O)N(C)CC(=O)Nc2ccc(F)c(Cl)c2)cc1C | -0.4 | 0
COc1ccc(COCC23N=C4SCc5ccccc5CN4[C@H](c4ccccc4O2)[C@H]3COC(=O)c2ccccc2)cc1 | · | 3
O=C(N[C@H]1CC[C@H](CCNS(=O)(=O)c2ccc(F)cc2)O[C@@H]1CO)C1CC1 | -0.4 | 1
CC(=O)N(C)C[C@@H]1Oc2cc(C#Cc3cccc(F)c3)ccc2S(=O)(=O)N([C@H](C)CO)C[C@@H]1C | -3.4 | -21
O=C(N[C@@H]1CC[C@H](CCNC(=O)c2cnccn2)O[C@H]1CO)c1ccc2c(c1)OCO2 | 0.1 | 2
CC(C)(O)C(O)COc1c2ccoc2cc2oc(=O)ccc12 (stereo not given) | -0.6 | 7
COCC(=O)N(C)C[C@@H]1Oc2ncc(-c3ccccc3F)cc2C(=O)N([C@H](C)CO)C[C@@H]1C | -0.2 | -7

Fetched by compound from the entries so far (7):
SMILES | IDH1 R132H inh | EZH2 inh
Cc1ccc(S(=O)(=O)Nc2cccc3c2O[C@H](CN(C)C(=O)Nc2ccc(F)cc2)[C@H](C)CN([C@H](C)CO)C3=O)cc1 | · | -6
O=C(N[C@H]1CC[C@H](CCNS(=O)(=O)c2ccc(F)cc2)O[C@@H]1CO)C1CC1 | -0.4 | 1
CC(=O)N(C)C[C@@H]1Oc2cc(C#Cc3cccc(F)c3)ccc2S(=O)(=O)N([C@H](C)CO)C[C@@H]1C | -3.4 | -21
C/C=C/c1ccc2c(c1)O[C@@H](CN(C)C(=O)C1CCCCC1)[C@H](C)CN([C@@H](C)CO)S2(=O)=O | · | -7
O=C(N[C@@H]1CC[C@H](CCNC(=O)c2cnccn2)O[C@H]1CO)c1ccc2c(c1)OCO2 | 0.1 | 2
COc1ccc(S(=O)(=O)N(C)CC(=O)Nc2ccc(F)c(Cl)c2)cc1C | -0.4 | 0
CC(C)(O)C(O)COc1c2ccoc2cc2oc(=O)ccc12 (stereo not given) | -0.6 | 7

Later entries:
SMILES | IDH1 R132H inh | EZH2 inh
C[C@@H]1CCCCO[C@H](CN(C)C(=O)Nc2ccc3c(c2)OCO3)[C@@H](C)CN([C@@H](C)CO)C(=O)c2cc(NC(=O)C3CCCCC3)ccc2O1 | -0.9 | ·
C[C@@H]1CN([C@H](C)CO)S(=O)(=O)c2ccc(C#C[C@@H](C)O)cc2O[C@H]1CN(C)CC1CCOCC1 | 0.1 | ·
Cc1ccc(C(C)C)c(O)c1C(=O)O | -0.7 | -8
COCC#Cc1cnc2c(c1)C(=O)N([C@@H](C)CO)C[C@H](C)[C@H](CN(C)C(=O)Nc1cc(F)ccc1F)O2 | 3.3 | 3
COc1ccccc1CC(=O)Nc1cc(Cl)ccc1C(=O)O | -1.4 | -2
O=C(C[C@H]1C=C[C@@H](NS(=O)(=O)c2ccc(F)cc2)[C@H](CO)O1)NCCc1ccncc1 | -0.2 | -1
CNC[C@@H]1Oc2c(NC(=O)Nc3ccc(F)cc3)cccc2C(=O)N([C@@H](C)CO)C[C@@H]1C | 0.3 | ·
C[C@H]1CN([C@@H](C)CO)C(=O)c2cc(N(C)C)ccc2O[C@H]1CN(C)Cc1ccc(C(F)(F)F)cc1 | -0.7 | -2
CC(=O)Nc1ccc(S(=O)(=O)NC2(C(F)(F)F)C(=O)N(C3CCCCC3)C(C)=C2C(C)=O)cc1 (stereo not given) | -0.1 | 2
Clc1ccc(Cn2ncc3c(NCc4cccnc4)ncnc32)cc1 | 0.1 | 5

The final 2 entries of the section above come first, to join the parts.
SMILES | IDH1 R132H inh | EZH2 inh
CC(=O)Nc1ccc(S(=O)(=O)NC2(C(F)(F)F)C(=O)N(C3CCCCC3)C(C)=C2C(C)=O)cc1 (stereo not given) | -0.1 | 2
Clc1ccc(Cn2ncc3c(NCc4cccnc4)ncnc32)cc1 | 0.1 | 5
COc1ccc(NC(=O)N(C)C[C@H]2Oc3c(NC(=O)Nc4cccc5ccccc45)cccc3C(=O)N([C@@H](C)CO)C[C@@H]2C)cc1 | -2.3 | ·
O=C(C[C@@H]1C[C@H]2c3cc(NC(=O)NC4CCCC4)ccc3O[C@H]2[C@@H](CO)O1)NC1CCCCC1 | 0.1 | 1
CN1CCN(C(=O)C[C@@H]2C[C@@H]3c4cc(NS(C)(=O)=O)ccc4O[C@@H]3[C@@H](CO)O2)CC1 | 0.6 | 5
C[C@@H]1CN([C@H](C)CO)C(=O)Cc2cc(NC(=O)c3ccncc3)ccc2O[C@@H]1CN(C)Cc1ccccc1 | 2.8 | 0
O=C(CC1CC1)Nc1ccc2c(c1)[C@H]1C[C@H](CC(=O)N3CCCCC3)O[C@@H](CO)[C@H]1O2 | 0.5 | -6
Cc1ccc(S(=O)(=O)N(C)C[C@@H]2Oc3ccc(NC(=O)Cn4cnnn4)cc3CC(=O)N([C@H](C)CO)C[C@@H]2C)cc1 | -5.2 | ·
C[C@H](CO)N1C[C@H](C)[C@H](CN(C)Cc2ccc(C(=O)O)cc2)Oc2c(NC(=O)c3cnccn3)cccc2C1=O | -1.2 | ·
C[C@H](CO)N1C[C@H](C)[C@@H](CN(C)S(=O)(=O)c2ccc(F)cc2)Oc2c(NS(=O)(=O)c3ccc(F)cc3)cccc2C1=O | -0.6 | ·
C[C@@H]1CN([C@H](C)CO)C(=O)Cc2cc(NC(=O)Nc3ccc(F)cc3)ccc2O[C@H]1CN(C)Cc1ccc(Oc2ccccc2)cc1 | 0.1 | ·
C[C@H]1CN([C@@H](C)CO)S(=O)(=O)c2ccc(-c3ccncc3)cc2O[C@H]1CN(C)C(=O)c1cccc(F)c1 | 1.2 | ·
CO[C@H](CN(C)Cc1nccs1)[C@@H](C)CN([C@H](C)CO)S(=O)(=O)c1ccc(C)cc1 | 0.3 | -13
O=C1[C@H](CCC(O)c2ccc(F)cc2)[C@@H](c2ccc(O)cc2)N1c1ccc(F)cc1 (stereo not given in full) | 0.2 | ·
Cc1cc(Cl)ccc1NC(=O)COc1ccc(C(=O)Nc2ccc(F)cc2)cc1 | 0.1 | 0
C[C@@H]1CN([C@@H](C)CO)C(=O)c2cc(-c3cccc(C#N)c3)cnc2O[C@H]1CN(C)Cc1cncnc1 | -1.2 | -1
C(=C\c1nn2c(Cn3cnc4ccccc43)nnc2s1)/c1ccccc1 | 0.1 | 0
COc1ccccc1NC(=O)N[C@H]1CC[C@@H](CC(=O)N2CCC(Cc3ccccc3)CC2)O[C@H]1CO | 0.0 | 5
C[C@@H]1CCCCO[C@@H](CN(C)C(=O)NC2CCCCC2)[C@H](C)CN([C@H](C)CO)C(=O)c2cc(NS(C)(=O)=O)ccc2O1 | 9.0 | ·
CCc1cc2c(SCC(N)=O)ncnc2s1 | 0.2 | 3
COc1cccc(-c2cnc3c(c2)C(=O)N([C@H](C)CO)C[C@@H](C)[C@@H](CN(C)Cc2cccnc2)O3)c1 | 0.2 | 1
C[C@@H]1CN([C@H](C)CO)C(=O)Cc2cc(N(C)C)ccc2O[C@H]1CN(C)Cc1ccc(C(=O)Nc2ccccc2N)cc1 | 0.0 | -13
Cc1ccc(NC(=O)CSc2nnc(C)n2-c2ccc(F)cc2)cc1Cl | 0.0 | 16
COc1ccc(S(=O)(=O)N(C)C[C@@H]2Oc3ccc(NC(=O)Cn4cnnn4)cc3C(=O)N([C@H](C)CO)C[C@@H]2C)cc1 | -1.6 | ·
CO[C@H]1CN(C)C(=O)c2cc(NC(=O)C3CC3)ccc2OC[C@@H](C)N(C(=O)c2cnccn2)C[C@@H]1C | 0.4 | 4

Not all compounds are listed; count on the stated rates, not on these rows.
